# DUSP3 inh – VHR1 phosphatase inhibitors, primary screen, biochemical, absorbance, uHTS. Dual specificity protein phosphatase 3 (Homo sapiens), P51452. recombinant VHR phosphatase, pNPP absorbance. inhibition, % at 13.3 µM. actives 0.52% (n = 290,000). AID 1654, 2009; in the data active = inhibition above about 50%; also: some compounds called inactive have numbers as strong as hits
# Target sequence (P51452 whole entry, looked up): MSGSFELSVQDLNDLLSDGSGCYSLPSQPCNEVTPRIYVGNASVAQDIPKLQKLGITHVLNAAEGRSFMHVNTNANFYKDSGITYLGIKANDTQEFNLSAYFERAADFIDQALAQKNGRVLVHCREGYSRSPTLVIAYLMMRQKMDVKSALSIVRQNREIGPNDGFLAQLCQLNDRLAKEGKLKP
# FBA Mtb inh – Mtb FBA enzyme inhibitors, primary screen, biochemical, fluorescence, strain H37Rv. AID 588726, 2011. Fructose-bisphosphate aldolase (Mycobacterium tuberculosis (strain ATCC 25618 / H37Rv)), …. inhibition, % at 1 µM. actives 2.3% (n = 360,000). purified M. tuberculosis FBA, fluorescence read-out; in the data active = inhibition above about 27%;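 also: 0% = vehicle and 100% = reference inhibitor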
# Mtb UGM inh – M. tuberculosis UGM enzyme inhibitors, primary screen, biochemical, fluorescence polarization, single point; UDP-galactopyranose mutase (Mycobacterium tuberculosis (strain ATCC 25618 / H37Rv)), …; purified UGM, fluorescence polarization probe displacement; inhibition, % at 10 µM; actives 0.06% (n = 320,000); AID 504406, 2011; in the data active = inhibition above about 10%, passing the limit was not always enough; inconclusive = no clear call, values can overlap the other calls
# Target sequence (P9WIQ1 whole entry, looked up): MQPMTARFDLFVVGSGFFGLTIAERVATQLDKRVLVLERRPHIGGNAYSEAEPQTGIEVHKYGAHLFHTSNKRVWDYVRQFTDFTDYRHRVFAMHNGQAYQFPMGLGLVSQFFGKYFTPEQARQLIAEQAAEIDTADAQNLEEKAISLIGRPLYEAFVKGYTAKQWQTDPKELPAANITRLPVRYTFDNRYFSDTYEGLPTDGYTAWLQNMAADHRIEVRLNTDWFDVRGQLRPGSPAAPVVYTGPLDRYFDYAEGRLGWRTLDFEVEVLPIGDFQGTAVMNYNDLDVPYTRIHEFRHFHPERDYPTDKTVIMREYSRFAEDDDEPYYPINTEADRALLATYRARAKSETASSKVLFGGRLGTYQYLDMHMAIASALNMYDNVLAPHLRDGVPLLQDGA
# Mtb BioA inh – M. tuberculosis BioA enzyme inhibitors, primary screen, biochemical, plate reader, single point, HTS; 7,8-diaminopelargonic acid synthase BioA (Mycobacterium tuberculosis); purified M. tuberculosis BioA enzyme; inhibition, % at 9.99 µM; actives 0.096% (n = 360,000); AID 602481, 2012; in the data active = inhibition above about 40%; inconclusive = no clear call, values can overlap the other calls
# BoNT F protease – BoNT/F light chain protease inhibitors, primary screen, biochemical, flow cytometry, MLPCN library; Multiplex microsphere protease cleavage assay; actives 0.22% (n = 360,000); AID 588497, 2011; inhibition, % at 10 µM; Botulinum neurotoxin type F light chain protease (Clostridium botulinum); in the data active = inhibition above about 35%, passing the limit was not always enough; inconclusive = no clear call, values can overlap the other calls; also: plate controls were buffer without enzyme for full effect and enzyme alone for no effect
# GDH-TPI counter – GDH-TPI coupling enzyme inhibitors, primary screen, artefact control for M. tuberculosis FBA inhibitor project, biochemical, absorbance, full deck; GDH-TPI coupled enzyme counterscreen, NADH absorbance; inhibition, % at 4.8 µM; actives 1.2% (n = 360,000);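 also: 0% = DMSO wells and 100% = wells lacking the enzyme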
# Rv3671c protease – Rv3671c serine protease inhibitors, primary screen, biochemical, fluorescence polarization, M. tuberculosis H37Rv; inhibition, % at 5.96 µM; actives 0.048% (n = 320,000); P9WHR9; in the data active = inhibition above about 38%;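 also: extracellular domain of Rv3671c used as enzyme; 0% = enzyme with DMSO and 100% = no enzyme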
# Target sequence (P9WHR9 whole entry, looked up, the tested form may be a part): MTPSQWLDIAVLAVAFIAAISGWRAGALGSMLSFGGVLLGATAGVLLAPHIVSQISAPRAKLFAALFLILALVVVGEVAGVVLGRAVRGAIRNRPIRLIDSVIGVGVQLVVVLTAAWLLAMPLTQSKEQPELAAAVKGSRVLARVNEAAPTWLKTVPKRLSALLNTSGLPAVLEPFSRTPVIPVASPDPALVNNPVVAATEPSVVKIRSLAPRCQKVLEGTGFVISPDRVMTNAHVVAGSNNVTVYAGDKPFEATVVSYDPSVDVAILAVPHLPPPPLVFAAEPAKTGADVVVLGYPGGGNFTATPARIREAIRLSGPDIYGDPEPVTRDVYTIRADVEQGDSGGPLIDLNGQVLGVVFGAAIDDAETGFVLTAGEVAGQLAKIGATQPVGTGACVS
# MazF activator – activators of E. coli MazEF toxin-antitoxin RNase, primary screen, biochemical, fluorescence, uHTS; Endoribonuclease toxin MazF (Escherichia coli (strain K12)), P0AE70; FAM/BHQ RNA-DNA oligo cleavage fluorescence, 5 h; activation, % at 20 µM; actives 0.32% (n = 350,000); AID 504720, 2011; in the data active = activation above about 50%
# Target sequence (P0AE70 whole entry, looked up): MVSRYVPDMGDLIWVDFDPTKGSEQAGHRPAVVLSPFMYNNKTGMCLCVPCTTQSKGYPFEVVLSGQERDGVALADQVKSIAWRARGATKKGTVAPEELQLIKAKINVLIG
# FadD28 FP inh – inhibitors of FadD28 bisubstrate probe binding, primary screen, biochemical, fluorescence polarization, single point | AID 588549, 2011 | Mycobacterium tuberculosis FadD28 fatty-acid-AMP ligase | inhibition, % at 12.5 µM | actives 0.22% (n = 360,000); in the data active = inhibition above about 8.5%, passing the limit was not always enough; inconclusive = no clear call, values can overlap the other calls
# CCHF vOTU inh – CCHFV vOTU protease inhibitors, primary screen, biochemical, Pep-AMC substrate, fluorescence; actives 0.55% (n = 370,000); inhibition, % at 11.5 µM; Crimean-Congo hemorrhagic fever virus L polyprotein viral ovarian tumor (vOTU) protease …; also: 0% = vehicle wells with enzyme and 100% = no enzyme wells
# Numbers without * were called inactive; ? = inconclusive; / = no result given. Rule as the data show it, unless noted: active = inhibition above about 30%; inactive = the rest.
# Order of results – DUSP3 inh	FBA Mtb inh	Mtb UGM inh	Mtb BioA inh	BoNT F protease	GDH-TPI counter	Rv3671c protease	MazF activator	FadD28 FP inh	CCHF vOTU inh
[1] O=C(NC1CC1)c1cccc(S(=O)(=O)Nc2ccccc2F)c1
 : /	1	-2.1	0.4	8	3	-1	8	0.8	-5
[2] CC1Cc2ccccc2N1C(=O)COC(=O)c1ccc(N(C)C)cc1 (centres undefined)
 : /	0	-0.7	-0.4	2	4	-9	2	-3.4	2
[3] O=C(NCc1cccs1)C1CCCN(c2nc3ccccc3o2)C1 (centres undefined)
 : -3	2	0.7	-0.4	1	6	5	6	-0.6	12
[4] CCC1Oc2ccc(C)cc2N(CC(=O)NCCC2=CCCCC2)C1=O (centres undefined)
 : 7	-1	-3.8	/	7	1	-5	5	-1.8	-2
[5] C=CCNc1nc(-c2ccccn2)nnc1-c1ccccc1
 : 20	4	-1.3	-0.5	-156	5	8	2	0.4	15
[6] COc1cc(CC(=O)OCC(=O)Nc2ccc(N3CCOCC3)cc2)cc(OC)c1OC
 : 7	0	0.4	-0.7	-2	3	5	3	0.4	5
[7] Cc1ccc(NC(=O)c2ccc(F)cc2)cc1S(=O)(=O)N1CCCCCC1
 : 33	-4	-1.9	/	3	-2	-32	-2	-10	0
[8] Fc1ccc2[nH]c3c(N4CCN(c5ccccc5)CC4)ncnc3c2c1
 : -5	4	-1.0	/	-3	-10	7	14	-1.6	22
[9] CC(=O)N1CCN(CC(=O)Nc2ccccc2Sc2ccc(Cl)cc2)CC1
 : -12	1	-0.5	/	-2	-2	-4	-5	-6.9	-2
[10] Cc1nc(S(=O)(=O)N2CCOCC2)c(C#N)c(C)c1Cl
 : 25	4	1.5	2.2	8	-8	8	3	1.2	5
[11] CC1(C)CC(=O)C=C(Nc2ccccc2O)C1
 : 20	-1	-2.0	-2.2	-2	2	7	-2	-3.2	-12
[12] O=[N+]([O-])c1ccc(S(=O)(=O)N2CCN(Cc3c[nH]c4ccccc34)CC2)cc1
 : 17	-1	1.6	-1.2	9	4	7	-6	-1.4	1
[13] O=C(NNc1ccc(-c2csnn2)cc1)c1ccccc1C(F)(F)F
 : 9	-1	-3.5	8.1	?	10	3	-1	-2.8	-8
[14] O=C(Nc1ccc(N2CCN(C(=O)c3ccc(Cl)cc3)CC2)cc1)c1cccs1
 : 18	2	0.0	0.0	2	5	3	8	0.6	22
[15] Cc1nc(NC(=O)COC(=O)CCc2nc3ccccc3s2)c(Cl)cc1Cl
 : -1	1	0.9	1.0	-2	5	-7	0	-0.4	7
[16] CCCn1c(SCC(=O)NCCCN2CCCC2=O)nc2ccccc2c1=O
 : /	1	-1.0	0.6	8	4	3	-2	-2.5	12
[17] Cc1cc(C(F)(F)F)c(C#N)c(SCC(=O)NC(C)(C)C)n1
 : -19	-1	-6.4	-0.4	-7	3	-4	4	-2.6	12
[18] Cn1ncc(C(=O)Nc2ccc(OC(F)(F)F)cc2)c1-n1cccc1
 : 25	5	3.4	-1.7	1	7	-2	-7	-1.7	-10
[19] Cc1ccc(NS(=O)(=O)c2cccc(C(=O)NCC(c3cccs3)N3CCOCC3)c2)cc1 (centres undefined)
 : /	-2	0.9	0.6	1	2	-12	1	-3.9	1
[20] CC(=O)Nc1ccc(CN2CCCCCCC2)cc1
 : 6	1	-1.4	/	-3	5	7	3	-0.3	1
[21] O=S(=O)(c1ccc(Oc2ccc(S(=O)(=O)N3CCOCC3)cc2)cc1)N1CCOCC1
 : -10	1	1.3	0.2	-8	7	-1	14	-1.0	-1
[22] NC(=O)c1ccsc1NC(=O)CSc1nc2ccccc2c(=O)n1CCCO
 : -8	-2	-4.5	-1.0	3	7	-15	2	-1.8	-3
[23] COc1cccc(CN2CCNC(=O)C2CC(=O)N2CCCCO2)c1OC (centres undefined)
 : 18	4	0.3	/	8	-11	-6	0	-3.0	4
[24] CCOC(=O)C1=C(C)NC(C)=C(C(=O)OCC)C1C(=O)OCC(=O)N(CC)C1CCS(=O)(=O)C1 (centres undefined)
 : 12	4	-0.2	-0.6	4	2	5	3	-3.3	2
[25] O=C(CCN1C(=O)C2C3CCC(C3)C2C1=O)Nc1ccccc1C(F)(F)F (centres undefined)
 : 23	-3	0.1	-0.9	0	-5	8	4	-1.2	-5
[26] Nc1nc2ncc(-c3ccsc3)c(N)n2n1
 : 15	-2	0.3	/	-1	-1	-4	7	0.1	2
[27] COc1cccc(/C=N/NC(=O)C(=O)N2CCCCCC2)c1O
 : -2	3	0.3	0.8	1	1	-3	14	0.9	-8
[28] Clc1ccc(SCc2cc(Cl)nc(-c3ccccc3)n2)cc1
 : /	-1	0.1	8.2	-2	-1	-5	-11	-3.9	-12
[29] COC(=O)c1c2c(nc3ccccc13)CCC2
 : 8	1	-0.3	-1.7	-12	19	-1	2	0.2	-4
[30] O=C(c1ccc(Cl)c(S(=O)(=O)N2CCCC2)c1)N1CCN(c2ccc(F)cc2)CC1
 : 6	3	0.8	/	-2	-3	-1	7	-0.7	12
[31] NC(=O)c1ccc(NC(=O)COC(=O)c2cc(S(=O)(=O)N3CCOCC3)ccc2N2CCCCC2)cc1
 : 12	-1	0.6	-0.1	-7	6	-9	5	-1.1	4
[32] CCCNC(=O)NNC(=O)c1ccc(F)cc1
 : 23	1	-2.4	/	-1	-4	6	5	-1.6	-6
[33] O=C(CSc1nc2[nH]ncc2c(=O)[nH]1)N1CCCC1
 : -12	1	-2.8	/	0	8	2	1	-2.9	-3
[34] O=c1[nH]c2ccccc2n1C1CCN(C(CCc2ccccc2)c2nnnn2Cc2ccccc2)CC1 (centres undefined)
 : /	-4	/	0.1	-4	/	/	/	-5.7	7
[35] CC1CCC(NC(=O)c2nn(C)c(=O)c3ccccc23)CC1 (centres undefined)
 : /	1	/	-2.2	-8	2	/	2	-1.5	-5
[36] COc1cc(O)c(C(CCN2CCCC2)c2ccc(N(C)C)cc2)c(OC)c1 (centres undefined)
 : 0	-1	0.0	-1.7	-6	4	-3	8	-0.9	-1
[37] COC(=O)c1sc(-c2ccc(Cl)cc2)cc1NC(=O)CSCC(=O)O
 : -12	7	0.0	4.4	-14	25	-12	-11	-3.4	-17
[38] O=C(c1ccccc1Cl)N1N=C(c2ccc(Br)cc2)CC1c1nc2ccccc2[nH]1 (centres undefined)
 : 29	2	-1.2	0.3	-11	3	5	-4	-2.3	5
[39] CC(C)(C)c1ccccc1NC(=O)Nc1nc(C(N)Cc2ccc(F)cc2)cs1 (centres undefined)
 : /	2	/	-1.7	-16	15	/	/	-2.1	30*
[40] CCc1noc(C)c1C(=O)Nc1cc(S(=O)(=O)N2CCOCC2)ccc1N1CCN(CC)CC1
 : /	-1	-0.9	/	/	-2	11	0	-2.9	5
[41] CC1CC1C(=O)Nc1cc(C(F)(F)F)ccc1N1CCOCC1 (centres undefined)
 : 10	2	0.3	-2.2	1	7	-7	-4	-0.7	-10
[42] CCOc1ccccc1NC(=O)Nc1ccc2c(c1)OCO2
 : 8	1	1.6	1.5	-7	3	-4	7	-3.1	-3
[43] Cc1cccc(N(C(=O)c2snc(C(N)=O)c2N)C(C(=O)NC2CCCC2)c2ccncc2)c1 (centres undefined)
 : -23	6	-2.4	0.1	-4	4	-3	8	-4.0	-11
[44] CN(Cc1ccco1)C(=O)c1ccc(S(=O)(=O)N2CCCCCC2)cc1
 : /	2	-0.6	1.0	6	-6	7	2	-0.8	3
[45] COc1cc([N+](=O)[O-])ccc1NC(=O)NCc1cccnc1
 : 22	0	4.7	1.7	-2	19	-5	-12	-0.6	-2
[46] Cc1ccc(C(=O)C2CCN(CC(=O)N3CCN(c4ccc(F)cc4)CC3)CC2)cc1
 : 13	0	-0.1	/	-3	-4	5	7	-6.0	-1
[47] COc1ccc(C)cc1-n1nnnc1SCC(=O)c1ccc2c(c1)OCCO2
 : 12	0	0.9	6.9	-15	-1	-23	4	-2.5	13
[48] O=C1CCCc2oc3ccc(O)cc3c21
 : 4	1	-1.0	1.8	2	-1	-7	7	-3.8	-7
[49] O=C(NN=C1CCCC1)C(=O)Nc1cccc(C(F)(F)F)c1
 : 10	-1	-2.6	-1.4	-19	0	-4	-3	-3.2	12
[50] CN(C)Cc1ccccc1Sc1cccc2ccccc12
 : -7	-1	-3.2	/	2	-7	6	-9	-4.8	7
[51] COc1ccccc1NC(=O)c1ccc(NS(=O)(=O)c2ccc(F)c(Cl)c2)cc1
 : -7	-2	1.9	/	-6	12	-11	-5	-0.6	-4
[52] CCOc1ccccc1NC(=O)Cn1nnc(C(=O)NCc2ccc3c(c2)OCO3)c1N
 : -6	2	4.1	0.4	1	0	-7	65*	-20	12
[53] COc1ccc(NC(=O)CCN(c2ccc(OC)cc2)S(=O)(=O)c2ccc(C)c(C)c2)cc1
 : /	2	/	0.9	-7	0	/	2	0.7	7
[54] CCOc1cc(/C=N/NC(N)=O)cc(Br)c1OCc1ccccc1
 : /	-4	1.3	0.8	2	-1	-10	2	-5.2	-1
[55] Cc1ccccc1Oc1cc(NC(=O)CCCn2nc(C)c([N+](=O)[O-])c2C)cc([N+](=O)[O-])c1
 : -7	-2	1.4	/	-6	10	-19	6	-3.4	9
[56] COC(=O)c1ccc(Cn2nc(-c3ccc(C)cc3)ccc2=O)cc1
 : /	3	0.6	-0.2	-2	-9	-6	-7	-4.2	8
[57] Cc1ccc(C(=O)NC(=S)Nc2ccc3c(c2)OCCO3)c(C)c1
 : 7	0	-1.2	-1.4	/	5	-5	2	-1.7	-4
[58] CCc1c(C)sc2nc3c(C(=O)N4CCOCC4)cc(C(=O)c4cc(F)ccc4O)cn3c(=O)c12
 : -4	-1	-0.5	/	0	8	-17	7	-1.3	12
[59] Cn1cc(CN(CCCN2CCOCC2)C(=S)Nc2cccc(Cl)c2)c2ccccc21
 : 13	-1	1.6	-0.2	-17	16	-7	-1	-1.8	4
[60] CCC(C)[C@H](NC(=O)Nc1ccc2c(c1)OCCO2)C(=O)OC (some centres undefined)
 : 12	0	-2.4	/	1	-5	3	6	-0.1	-12
[61] COCCNC(=O)C1(S(=O)(=O)c2ccccc2)CC=CC1
 : 25	2	0.8	-1.1	1	9	12	0	-0.6	1
[62] COc1ccc(-n2c(C)cc(C(=O)COC(=O)c3cc(OC)c(OC)cc3NC(=O)c3cccs3)c2C)cc1
 : 0	1	-0.7	/	2	-5	1	-29	-3.0	10
[63] O=C(CS(=O)(=O)c1cn(CC(=O)N2CCOCC2)c2ccccc12)Nc1ccccc1
 : 2	4	-0.6	/	/	-6	-5	-3	-0.2	-10

# Reprinted at random: 4 compounds from above, in no set order.
# Order of results – DUSP3 inh	FBA Mtb inh	Mtb UGM inh	Mtb BioA inh	BoNT F protease	GDH-TPI counter	Rv3671c protease	MazF activator	FadD28 FP inh	CCHF vOTU inh
[60] CCC(C)[C@H](NC(=O)Nc1ccc2c(c1)OCCO2)C(=O)OC (some centres undefined)
 : 12	0	-2.4	/	1	-5	3	6	-0.1	-12
[57] Cc1ccc(C(=O)NC(=S)Nc2ccc3c(c2)OCCO3)c(C)c1
 : 7	0	-1.2	-1.4	/	5	-5	2	-1.7	-4
[58] CCc1c(C)sc2nc3c(C(=O)N4CCOCC4)cc(C(=O)c4cc(F)ccc4O)cn3c(=O)c12
 : -4	-1	-0.5	/	0	8	-17	7	-1.3	12
[53] COc1ccc(NC(=O)CCN(c2ccc(OC)cc2)S(=O)(=O)c2ccc(C)c(C)c2)cc1
 : /	2	/	0.9	-7	0	/	2	0.7	7

# High-throughput results from PubChem.
